CHRM5 antagonist: blocks acetylcholine activation of human M5 receptor; AID 624040; actives 0.59% (n = 360,000); P08912; inhibition, % at 3 µM; CHO-hM5 cells, Fluo-8 calcium fluorescence, ACh EC80;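 active = inhibition above a per-plate cutoff, the mean of that plate's test compounds plus 3 SD, cut at about 27% in these data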;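 note: 0% = acetylcholine EC80 with DMSO and 100% = DMSO without agonist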
CHRM4 PAM: CHRM4 positive allosteric modulation; AID 624126; CHO-K1 hM4/Gqi5, Fluo-8 calcium fluorescence, ACh EC20; 0% = ACh EC20, 100% = maximal ACh; actives 0.4% (n = 360,000); activation, % at 3 µM;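 active = activation above its plate's cutoff, the mean activation of sample wells plus 3 SD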; note: some results filed as inactive read as strong as hits
Target sequence (P08173 whole entry, looked up): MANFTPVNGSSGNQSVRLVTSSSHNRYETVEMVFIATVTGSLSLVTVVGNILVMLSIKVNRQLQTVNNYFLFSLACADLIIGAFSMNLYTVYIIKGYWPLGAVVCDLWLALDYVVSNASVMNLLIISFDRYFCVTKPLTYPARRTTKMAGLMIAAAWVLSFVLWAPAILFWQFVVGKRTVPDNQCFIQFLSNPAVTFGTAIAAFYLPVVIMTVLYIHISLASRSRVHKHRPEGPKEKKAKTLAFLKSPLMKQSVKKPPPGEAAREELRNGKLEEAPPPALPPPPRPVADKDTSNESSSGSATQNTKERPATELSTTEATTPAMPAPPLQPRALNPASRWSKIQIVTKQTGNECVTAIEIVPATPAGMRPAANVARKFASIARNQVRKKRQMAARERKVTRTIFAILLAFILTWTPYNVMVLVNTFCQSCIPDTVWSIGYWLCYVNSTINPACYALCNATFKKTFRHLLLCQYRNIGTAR
M5 PAM: potentiates acetylcholine response at human M5 receptor | CHO-K1 hM5, Fluo-8 calcium, ACh EC20 PAM; 0% = ACh EC20, 100% = ACh EC100 | actives 0.3% (n = 360,000) | activation, % at 3 µM | P08912;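 active = activation above the run cutoff, the mean activation of all test compounds plus 3 SD, cut at about 18% in these data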
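system = human M5 receptor in CHO-K1 cells | reagent = EC20 acetylcholine as agonist stimulus | compound dosing = single-point, 3 µM nominal | incubation = Fluo-8 loading 80 min at 37 °C plus 30 min room temperature | detection = Fluo-8 calcium dye fluorescence, kinetic read | benchmarks = low control EC20 acetylcholine (0%), high control EC100 acetylcholine (100%)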
M4 ag: CHRM4 agonism in calcium assay; actives 0.14% (n = 360,000); activation, % at 3 µM; P08173; AID 624127; CHO-K1 hM4/Gqi5, Fluo-8 calcium fluorescence; vehicle 0%, full acetylcholine response 100%;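 active = activation above the run mean over all test wells plus 3 SD, cut at about 32% in these data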;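 note: peak over basal fluorescence ratio per well then scaled between controls; 0% = DMSO wells and 100% = acetylcholine at EC100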
CHRM5 agonist: CHRM5 agonism in calcium assay | actives 0.19% (n = 360,000) | activation, % at 3 µM | AID 624037 | CHO-K1 hM5 cells, Fluo-8 calcium fluorescence; 0% DMSO wells, 100% maximal acetylcholine response | P08912;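 active = activation above the run's mean over test compounds plus 3 SD, cut at about 23% in these data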;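 note: signal is peak over basal fluorescence ratio across the kinetic read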
CHRM4 antagonist: antagonists of human muscarinic M4 receptor (CHRM4); CHO-hM4 cells, ACh EC80, Fluo-8 calcium fluorescence; P08173; inhibition, % at 3 µM; actives 0.73% (n = 360,000); AID 624125;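 active = inhibition above its plate's cutoff, the mean inhibition of sample wells plus 3 SD, cut at about 27% in these data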;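 note: 0% = acetylcholine EC80 with DMSO and 100% = DMSO without agonist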
M1 PAM: positive allosteric modulators of human M1 muscarinic receptor. P11229. CHO-K1 hM1, Fluo-8 calcium fluorescence, ACh EC20; 0% = ACh EC20, 100% = maximal ACh. activation, % at 3 µM. actives 0.088% (n = 360,000); in the data active = activation above about 19%, passing the limit was not always enough
Target sequence (P11229 whole entry, looked up): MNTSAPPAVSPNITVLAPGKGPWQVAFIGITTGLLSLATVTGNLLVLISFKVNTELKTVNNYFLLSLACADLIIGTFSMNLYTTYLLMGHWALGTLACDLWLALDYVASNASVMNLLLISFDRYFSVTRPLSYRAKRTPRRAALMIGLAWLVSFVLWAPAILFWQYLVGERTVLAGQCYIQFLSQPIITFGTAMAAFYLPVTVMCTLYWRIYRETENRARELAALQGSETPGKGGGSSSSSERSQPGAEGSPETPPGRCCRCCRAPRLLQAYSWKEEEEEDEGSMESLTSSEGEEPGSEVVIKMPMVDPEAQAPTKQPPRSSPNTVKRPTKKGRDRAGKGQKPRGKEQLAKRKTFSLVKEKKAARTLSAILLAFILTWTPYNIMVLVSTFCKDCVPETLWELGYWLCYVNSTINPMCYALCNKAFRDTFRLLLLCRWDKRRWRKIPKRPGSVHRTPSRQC
CRFR2-BP ag: CRF-BP/CRF-R2 complex agonism | HEK293 CRF-R2/CRF-BP, calcium dye fluorescence (FLIPR); percent of saturating CRF peptide response | activation, % at 13.2 µM | actives 0.46% (n = 350,000);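 active = activation of at least 50%, plus an integration ratio under a set limit after plate pattern correction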;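 note: plate controls were neutral control wells without compound for no effect and CRF at EC100 for full effect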
CRFR2-BP antag: antagonists of CRF-binding protein/CRF-R2 receptor complex; AID 588475; HEK293 CRF-R2/CRF-BP, CRF-induced calcium fluorescence; actives 0.59% (n = 350,000); inhibition, % at 11.8 µM;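 active = inhibition of the ligand-induced calcium signal above about 50% at the single tested concentration, limit read from the data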
* = called active by the depositor; . = no result given. Not a hit list (roughly 2.6% active in at least one column).

SMILES	CHRM5 antagonist	CHRM4 PAM	M5 PAM	M4 ag	CHRM5 agonist	CHRM4 antagonist	M1 PAM	CRFR2-BP ag	CRFR2-BP antag
COc1ccc(C)cc1NC(=O)C(OC(=O)C1CC1)c1ccccc1 (configuration not stated)	8	-7	-3	-1	1	0	2	-8.0	13
CC(C)c1ccc(S(=O)(=O)N2CCN(C(C)C(=O)N3CCCC3)CC2)cc1 (configuration not stated)	10	0	-2	1	4	4	7	2.0	-10
Cn1c(CNC(=O)c2ccco2)nnc1SCC(=O)Nc1cccc(Br)c1	11	14	7	0	-1	23	4	0.1	-1
CCOC(=O)Cc1nnc(NCc2ccccc2)c2ccccc12	4	-1	-1	1	-6	-6	0	-8.3	12
COc1ccc(-n2c(C)nc3cc(C(=O)NCCN4CCOCC4)ccc32)cc1	-5	8	4	1	1	-4	5	-2.5	16
CCc1ccc(-c2cc(C)no2)cc1S(=O)(=O)NCCN1CCC(C)CC1	-3	-6	1	1	-4	4	3	2.6	-24
Cc1ccc(CNC(=O)c2ccc(CS(=O)(=O)c3ccccc3C)o2)cc1	19	1	-6	3	-4	-2	9	-0.5	-7
Cc1ccc(C)c2c1cc(C)c1nnc(SCC(=O)NCc3ccc4c(c3)OCO4)n12	12	-4	-8	3	-1	8	2	1.4	-68
CNc1ncc(C(=O)c2ccccc2)s1	2	2	-1	0	3	0	1	-1.2	3
Cc1ccc(NC(=O)CC2C(=O)NC3CCCCC3N2C(=O)c2ccc(F)cc2)cc1C (configuration not stated)	2	3	-1	4	-2	-7	2	-0.7	-7
CCn1c(SCC(=O)NNC(=O)c2ccc(OC)cc2)nnc1-c1cccnc1	3	-2	3	0	-1	-2	9	1.4	-1
Cn1cc(S(=O)(=O)c2ccccc2)n(C)c1=O	0	4	13	2	1	-1	5	0.1	-4
OC1(c2ccc3c(c2)OCO3)CCN(Cc2ccc(F)cc2)CC1	-1	-6	1	0	-10	-11	1	-3.8	10
C=CCNC(=S)NCc1ccccc1OC	2	5	0	0	-7	5	7	0.1	2
O=C(O)CCC(=O)Nc1cc(C(F)(F)F)cc(C(F)(F)F)c1	4	25	-5	1	-3	-15	5	0.4	11

An excerpt from above in order of their number in CHRM4 PAM, low to high.
Molecule | CHRM5 antagonist | CHRM4 PAM | M5 PAM | M4 ag | CHRM5 agonist | CHRM4 antagonist | M1 PAM | CRFR2-BP ag | CRFR2-BP antag
COc1ccc(C)cc1NC(=O)C(OC(=O)C1CC1)c1ccccc1 (configuration not stated) | 8 | -7 | -3 | -1 | 1 | 0 | 2 | -8.0 | 13
CCn1c(SCC(=O)NNC(=O)c2ccc(OC)cc2)nnc1-c1cccnc1 | 3 | -2 | 3 | 0 | -1 | -2 | 9 | 1.4 | -1
Cc1ccc(NC(=O)CC2C(=O)NC3CCCCC3N2C(=O)c2ccc(F)cc2)cc1C (configuration not stated) | 2 | 3 | -1 | 4 | -2 | -7 | 2 | -0.7 | -7

(list continues)
SMILES	CHRM5 antagonist	CHRM4 PAM	M5 PAM	M4 ag	CHRM5 agonist	CHRM4 antagonist	M1 PAM	CRFR2-BP ag	CRFR2-BP antag
CCCc1nc2c(C)cc(Br)cn2c1Cc1ccsc1	6	2	-2	0	-7	10	2	.	.
CCCCS/C(N)=N/N=C/c1cc(C)ccc1O	0	6	7	2	1	-2	12	2.9	10
COc1ccc(OC)c(CCNC(=O)c2cccc(NC3=NC4CS(=O)(=O)CC4S3)c2)c1 (configuration not stated)	1	5	-1	0	2	1	13	-4.3	-18
CCN=C(NC#N)SCc1c(F)cccc1Cl	0	18	-2	1	-1	-14	0	-1.4	-2
CC(C)CN1CCN(Cc2ccc(CN3CCCCC3)s2)CC1CCO (configuration not stated)	8	2	0	1	-4	3	1	0.0	-12
C=CCn1c(SCC(=O)Nc2c(C)n(C)n(-c3ccccc3)c2=O)nc2ccccc2c1=O	8	-4	-6	4	1	1	7	0.1	-1
Cc1cc2ccccc2n1CCNC(=O)c1ccc(S(=O)(=O)N2CCOCC2)cc1	5	-5	-7	2	-1	12	-9	12	-17
CCCC[C@H](CC(=O)c1ccccc1)[C@@H](OC(C)=O)C(=O)Oc1c(C(C)C)cccc1C(C)C	13	-1	-6	0	-3	-4	5	1.6	-5
O=C(O)CCN1C(=O)c2ccc(Oc3ccc([N+](=O)[O-])cc3)cc2C1=O	5	-1	-5	0	-3	0	18	2.1	2
COCc1cccc(-c2csc(C(NC(C)=O)c3ccccc3)n2)c1 (configuration not stated)	6	1	-5	1	-1	-1	6	.	.
CC(C)(C)OC(=O)N1CCC[C@H]1C(=O)N1CCC[C@H]1C(=O)NCc1ccncc1	-2	13	-2	1	1	-21	.	.	.
COc1ccccc1C(C)NC(=O)CCOc1cccc(C)c1 (configuration not stated)	2	3	4	1	-2	-2	1	-0.1	-24
CC1=C(C(=O)N2CCOCC2)CC(CC(=O)NC2CC2)C(=O)N1Cc1ccc(F)cc1 (configuration not stated)	5	2	2	1	2	-4	3	.	.
CCCCn1c(N)c(N(CCOC)C(=O)c2ccc3c(c2)C(=O)N(c2ccccc2C)C3=O)c(=O)[nH]c1=O	9	-3	1	0	-3	9	-1	-0.3	10
O=C(c1ccccc1)N1CCN=C1SCc1ccc([N+](=O)[O-])cc1	4	-16	-9	0	-6	29*	-6	-2.0	9
O=C(c1ccc(N2CCCCC2)c([N+](=O)[O-])c1)N1CCOCC1	9	7	-2	0	1	-2	0	-0.4	5
C=CCNC(=O)c1ccccc1NC(=O)Cc1ccccc1[N+](=O)[O-]	19	1	-12	1	-2	4	8	1.0	-4
CCCNc1nc2c(c(=O)[nH]c(=O)n2C)n1CCOc1ccccc1	4	-3	0	0	-2	7	1	-1.4	-9
O=C(COc1ccccc1)N1CCN(C(=O)c2ccco2)CC1	-2	2	1	1	3	-3	-2	0.0	1
CCOC(=O)c1nnc(-c2ccc(C)cc2)nc1Sc1cccc(Cl)c1	-1	3	-1	1	-3	-8	2	8.1	-2
Cc1onc(-c2c(Cl)cccc2Cl)c1NC(=O)NN(C)C	15	-2	-8	1	0	-1	12	0.4	12
Cc1ccc(SCc2[nH]nc3c2C(C(C)C)C(C#N)=C(N)O3)cc1 (configuration not stated)	7	0	-5	2	-2	-3	0	0.6	-14
COc1ccc(-c2n[nH]c(=S)n2CC(C)C)cc1	-3	-5	0	0	-7	5	9	-0.7	21
Cn1c(=O)c2c(nc(CN3CCOCC3)n2CC(=O)c2ccccc2)n(C)c1=O	7	7	2	1	-5	-10	9	-0.4	17
CCOc1ccc(N(C(C)C(=O)N2CCCC2)S(C)(=O)=O)cc1 (configuration not stated)	1	5	10	1	-3	-2	16	-1.6	11
Cc1ccc2nsnc2c1S(=O)(=O)N1CCN(C)CC1	7	2	-4	1	-4	3	3	2.4	-17
O=C(CSc1nc2nc(-c3cccs3)cc(C(F)(F)F)c2c(=O)[nH]1)NCc1ccco1	0	6	1	0	0	-1	1	-3.0	17
Cc1cc(C)c(C(=O)N(CCN(C)C)CC2CCCN(Cc3ccccc3F)C2)o1 (configuration not stated)	7	-1	-6	0	-6	-14	2	-1.0	5
COc1ccc(NC(=O)C(C)SCc2ccccc2)cc1OC (configuration not stated)	-3	-4	-5	8	5	-8	-6	1.6	9
COc1ccc(CC(=O)NCCC2=CCCCC2)cc1	8	-10	-6	17	-1	-6	3	-3.5	4
CCN(CC)S(=O)(=O)c1ccc(N2CC(C(=O)NCc3cccnc3)CC2=O)cc1 (configuration not stated)	15	0	-1	1	-3	6	-1	-0.9	11
CC(C)C[C@H]1CNC(=S)N1C[C@H]1CCCN1C[C@H](CC(C)C)N1C[C@H](Cc2ccc(O)cc2)N(CC2CCCCC2)C1=S	5	8	-2	-1	-2	-5	.	.	.
O=C(Cn1nnc2ccccc2c1=O)Nc1ccc(S(=O)(=O)N2CCOCC2)cc1	11	1	3	3	-1	1	9	0.6	6
CN1CCC(OC(=O)COc2ccc(F)cc2)CC1	-6	4	8	1	-8	9	8	-1.8	-7
O=C(CN1CCN(c2ccc(Cl)cc2[N+](=O)[O-])CC1)N1CCOCC1	15	0	-6	1	-5	6	0	-0.3	20
O=C(CCSc1ccccc1)N1CCN(C(=O)c2ccco2)CC1	-8	0	-2	6	-1	-13	1	3.6	-19
CCN(CC(=O)NCc1ccc(Cl)cc1)C(=O)c1ccc(C#N)cc1	3	-3	3	1	-6	4	8	-6.5	20
COc1ccc2[nH]c3c(c2c1)CCN1C(=O)C(CC(=O)NCCN2CCOCC2)C[C@H](C(=O)N2CCOCC2)[C@@]31C (some centres not stated)	-4	3	-3	0	0	-10	10	-0.8	9
Cc1ccccc1CSc1nnc(-c2cccs2)n1Cc1ccco1	2	-10	-1	-1	-6	15	0	-1.0	33
O=C(Nc1ccccc1Cl)C1(c2ccccc2)CC1(Cl)Cl (configuration not stated)	-4	-11	-2	-2	-6	-4	-18	1.5	19
Cc1cc(O)cc(=O)n1C	5	-1	-4	0	-1	-3	10	-1.0	9

Molecules shown so far that contain a COOH group, in the order listed:
SMILES	CHRM5 antagonist	CHRM4 PAM	M5 PAM	M4 ag	CHRM5 agonist	CHRM4 antagonist	M1 PAM	CRFR2-BP ag	CRFR2-BP antag
O=C(O)CCC(=O)Nc1cc(C(F)(F)F)cc(C(F)(F)F)c1	4	25	-5	1	-3	-15	5	0.4	11
O=C(O)CCN1C(=O)c2ccc(Oc3ccc([N+](=O)[O-])cc3)cc2C1=O	5	-1	-5	0	-3	0	18	2.1	2

Complete entries as entered above. Order of screens: CHRM5 antagonist | CHRM4 PAM | M5 PAM | M4 ag | CHRM5 agonist | CHRM4 antagonist | M1 PAM | CRFR2-BP ag | CRFR2-BP antag
`COc1ccc2[nH]c3c(c2c1)CCN1C(=O)C(CC(=O)NCCN2CCOCC2)C[C@H](C(=O)N2CCOCC2)[C@@]31C` (some centres not stated) across the screens: -4 | 3 | -3 | 0 | 0 | -10 | 10 | -0.8 | 9
`Cc1ccccc1CSc1nnc(-c2cccs2)n1Cc1ccco1` across the screens: 2 | -10 | -1 | -1 | -6 | 15 | 0 | -1.0 | 33
`O=C(CCSc1ccccc1)N1CCN(C(=O)c2ccco2)CC1` across the screens: -8 | 0 | -2 | 6 | -1 | -13 | 1 | 3.6 | -19
`CCN(CC(=O)NCc1ccc(Cl)cc1)C(=O)c1ccc(C#N)cc1` across the screens: 3 | -3 | 3 | 1 | -6 | 4 | 8 | -6.5 | 20
`O=C(Cn1nnc2ccccc2c1=O)Nc1ccc(S(=O)(=O)N2CCOCC2)cc1` across the screens: 11 | 1 | 3 | 3 | -1 | 1 | 9 | 0.6 | 6

Screens as filed in PubChem.
